Screening results as filed in PubChem BioAssay.
USP28 block: inhibitors of human USP28 deubiquitinase; Ubiquitin carboxyl-terminal hydrolase 28 (Homo sapiens), Q96RU2; purified USP28, Ub-rhodamine cleavage fluorescence, 30 min; inhibition, % at 25 µM; hit rate 3% among 47,000
USP30 inh: inhibitors of human USP30 deubiquitinase. purified USP30, Ub-rhodamine cleavage fluorescence. hit rate 5.3% among 47,000. AID 1645860, 2021. inhibition, % at 25 µM. Ubiquitin carboxyl-terminal hydrolase 30 (Homo sapiens), Q70CQ3
UCHL1 inh: inhibitors of human UCHL1 deubiquitinase | AID 1645859, 2021 | inhibition, % at 20 µM | Ubiquitin carboxyl-terminal hydrolase isozyme L1 (Homo sapiens), P09936 | hit rate 0.2% among 47,000 | purified UCHL1, Ub-rhodamine cleavage fluorescence
USP10 block: inhibitors of human USP10 deubiquitinase. inhibition, % at 20 µM. Ubiquitin carboxyl-terminal hydrolase 10 (Homo sapiens), Q14694. hit rate 1.1% among 47,000. purified USP10, Ub-rhodamine fluorescence, 60 min
Target sequence (Q14694 whole entry, looked up): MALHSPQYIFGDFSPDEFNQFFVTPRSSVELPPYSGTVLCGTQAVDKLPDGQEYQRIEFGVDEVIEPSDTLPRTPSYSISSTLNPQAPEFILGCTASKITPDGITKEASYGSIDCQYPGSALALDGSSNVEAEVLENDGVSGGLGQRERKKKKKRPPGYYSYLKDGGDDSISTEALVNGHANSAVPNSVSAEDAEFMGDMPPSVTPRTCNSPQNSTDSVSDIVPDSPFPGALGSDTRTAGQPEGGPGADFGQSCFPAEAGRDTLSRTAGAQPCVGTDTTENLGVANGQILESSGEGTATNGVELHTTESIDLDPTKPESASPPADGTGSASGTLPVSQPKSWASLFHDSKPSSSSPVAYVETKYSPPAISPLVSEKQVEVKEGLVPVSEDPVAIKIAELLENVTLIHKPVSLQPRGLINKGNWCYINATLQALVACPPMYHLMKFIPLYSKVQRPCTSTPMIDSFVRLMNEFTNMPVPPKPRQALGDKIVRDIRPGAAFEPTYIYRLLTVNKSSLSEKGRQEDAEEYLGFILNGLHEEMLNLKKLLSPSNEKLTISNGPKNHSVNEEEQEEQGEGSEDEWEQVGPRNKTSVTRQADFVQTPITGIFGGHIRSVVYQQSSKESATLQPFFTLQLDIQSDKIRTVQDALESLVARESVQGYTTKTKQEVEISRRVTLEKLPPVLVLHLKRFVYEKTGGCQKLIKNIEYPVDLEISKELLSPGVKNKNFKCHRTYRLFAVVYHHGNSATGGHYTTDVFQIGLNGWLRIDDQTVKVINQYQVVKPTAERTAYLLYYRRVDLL
OTUD3 block: inhibitors of human OTUD3 deubiquitinase; purified OTUD3, Ub-rhodamine fluorescence, 2 h; inhibition, % at 25 µM; hit rate 0.7% among 47,000; AID 1645858, 2021
USP8 inh: inhibitors of human USP8 deubiquitinase; Ubiquitin carboxyl-terminal hydrolase 8 (Homo sapiens), P40818; purified USP8, Ub-rhodamine cleavage fluorescence, 30 min; inhibition, % at 20 µM; hit rate 4.2% among 47,000
USP17 block: inhibitors of human USP17 deubiquitinase; inhibition, % at 50 µM; purified USP17, Ub-rhodamine cleavage fluorescence, 3 h; Ubiquitin carboxyl-terminal hydrolase 17-like protein 5 (Homo sapiens), A8MUK1; hit rate 6.5% among 47,000
USP7 inh: inhibitors of human USP7 deubiquitinase; Ubiquitin carboxyl-terminal hydrolase 7 (Homo sapiens), Q93009; purified USP7, Ub-rhodamine cleavage fluorescence; inhibition, % at 20 µM; hit rate 0.3% among 47,000
* marks the source's active call; other numbers are inactive results; i = inactive; . = not tested or not shown. Rule as the data show it: active = inhibition above about 30%; inactive = the rest.

SMILES,USP28 block,USP30 inh,UCHL1 inh,USP10 block,OTUD3 block,USP8 inh,USP17 block,USP7 inh
Cc1ccc(S(=O)(=O)NCCc2nc(-c3ccccc3Cl)no2)cc1,0,-5,1,0,-1,1,2,-1
COc1ccc(-n2c(N(C)C)nc3cc(C(=O)NC4CC4)sc32)cc1,42*,-5,4,2,-5,0,4,0
O=C(CCCn1c(=O)c2ccccc2n(CC(=O)NC2CCCC2)c1=O)NC1CCN(Cc2ccccc2)CC1,-5,-89,-1,-2,0,0,4,-2
COc1ccc(C2(C(=O)N3CCc4c(c(CO)nn4C)C3)CC2)cc1,-5,-2,-2,2,0,2,-1,-1
O=C(CC1Nc2ccccc2OC1=O)Nc1ccc(Cl)cc1 (stereo not drawn),-95,-180,-8,-5,-23,-48,1,-7
CN(CCCN1C(=O)C2C(C(=O)Nc3ccc(Cl)cc3)C3C=CC2(O3)C1C(=O)NC1CCCCC1)Cc1ccccc1 (stereo not drawn),-6,1,1,-4,12,-56,-4,-47
Cc1cccc(CNS(=O)(=O)c2ccc(-c3cc(C)no3)s2)c1,16,29,5,0,11,3,36*,5
CN(C)S(=O)(=O)c1ccc2[nH]cc(C3N4CC5(C)CN3CC(C)(C4)C5=O)c2c1 (stereo not drawn),7,6,2,1,4,13,7,4
O=C(c1cc(Cl)cc(Cl)c1)N1CC(c2nc(-c3cccnc3)no2)C1,10,30*,-1,0,12,-15,2,-3
Cc1nc(C2CCCCN2C(=O)c2ccc3ncccc3c2)ncc1C(=O)N1CCOCC1 (stereo not drawn),-14,-51,-7,-7,-14,-9,-18,-4
C[C@H](NC(=O)[C@@H]1Cc2c([nH]c3ccccc23)C2c3ccccc3C(=O)N21)C(=O)NCc1ccccc1 (stereo partly drawn),-13,-70,-2,-3,-11,-19,-22,-14
Nc1c(C(=O)NCC2CCCO2)nnn1-c1ccccc1F (stereo not drawn),4,17,-2,1,11,8,3,1
Cc1nn2c(C)c(C(=O)NCc3ccc4c(c3)OCO4)cnc2c1-c1ccccc1,-17,-11,-2,2,-10,11,13,-2
NC1=NC2(CCCCC2)N=C(Nc2ccc(F)c(F)c2)N1,7,0,0,-2,6,0,-4,-10
CCOc1ccccc1/C=C/C(=O)NCC(=O)N1CCC(N(C)C2CCCCCC2)CC1,-2,2,-2,-1,3,-7,-5,0
O=C(O)C1CCN(C(=O)c2ccc(Cl)c(S(=O)(=O)N3CCCCC3)c2)CC1,8,13,3,3,8,4,3,7
CCCn1nccc1-c1cc(C)nc(C2CCN(S(C)(=O)=O)CC2)n1,7,23,5,0,9,20,10,5
O=C(Nc1ccc(Oc2ccccc2)nc1)C1CCN(Cc2ccc3c(c2)CCO3)CC1,22,27,2,-1,10,5,1,-2
Cc1cc(C)n(-c2cc(-c3ccccc3)nc3nc(C)nn23)n1,-6,0,0,2,-1,1,-7,1
O=C(NCCCN1CCCC1=O)c1[nH]nc2c1COc1ccccc1-2,16,21,1,0,23,0,4,2
Cc1ccc(CNS(=O)(=O)c2c(C)nc3sc(C)nn23)cc1,-7,-4,-2,-1,-2,-2,0,0
COc1ccc(CNC(=O)c2ccccc2NC(=O)c2ccccc2F)cc1,0,1,0,2,-1,3,10,-4
NC(=O)C1CCN(C(=O)c2cc3ccccc3o2)CC1,-11,-2,-7,2,-5,2,-7,-2
Cn1cccc1C(=O)N1CCC2(CC1)Nc1cccnc1NC2=NCc1ccccc1,-78,-257,-6,-3,-57,-110,-53,-6
CC(=O)Nc1ccc(-n2cnc(C(=O)N3CCN(c4ccccc4F)CC3)c2)nc1,-2,6,0,-1,7,0,-6,0
Cc1cc2nc(C3CCN(C(=O)c4ncccc4C)CC3)cc(=O)n2[nH]1,-1,-4,-2,1,-1,-57,-14,4
Cc1ccc(NC(=O)c2cc(-c3ccncc3)n[nH]2)cc1Cl,36*,0,1,15,-3,22,2,16
Clc1cccc(OCc2nc(-c3ccncc3)n[nH]2)c1,19,13,0,1,1,12,0,2
Cn1c(=O)c2c(C(=O)Nc3cccc(F)c3)cc(=O)n(C)c2n(C)c1=O,-7,-40,-3,-5,-4,-22,-6,1
O=C(Cc1cc(-c2ccc(Cl)cc2)on1)NCCc1ccccc1,-13,-46,-3,-3,-1,53*,-6,2
CC(C)c1c(C(=O)Nc2cccc(C(=O)NCC(F)(F)F)c2)cnn1-c1ccccn1,4,1,2,-1,-1,-26,-8,1
CCOc1ccc(NC(=O)CCc2csc(NC(=O)c3ccc(=O)[nH]c3)n2)cc1,-3,7,-4,0,5,-40,8,-1
Cc1ccc(-n2ncc(C(=O)NC3CCN(Cc4ccccc4)CC3)c2C2CCNCC2)cc1,-62,-200,-15,-3,-43,-145,-98,-18
c1ccc2c(c1)OCC(c1nnc3n1-c1ccccc1SC3)O2 (stereo not drawn),11,0,-1,6,-2,3,0,-12
O=C(Cc1ccc(Cl)cc1)Nc1nc(-c2ccc(F)cc2)ns1,2,0,-3,11,5,3,4,-5
Nc1c(-c2nnc(SCc3ccc(Cl)cc3)o2)cnn1-c1ccccc1,1,-5,1,8,0,-1,17,6
CCCCCC1CC2=C(C(=O)OC2=O)C(O)C(O)(CCCC)CC2=C1C(=O)OC2=O (stereo not drawn),22,9,1,1,27,7,15,-24
CCN(c1ccccc1)S(=O)(=O)c1ccc(Cl)c(C(=O)Nc2nc3c(s2)CCCC3)c1,-28,-175,-13,-8,-45,-1,-10,-62
O=c1[nH]c(-c2ccncc2)nc2c1CCN(Cc1ccccc1)C2,0,-10,-2,-5,-5,-12,0,0
O=C(CN1CCC(c2nc(-c3cccc(F)c3)no2)CC1)NC1CCCC1,4,25,5,0,10,13,0,-20
COc1ccc2oc(=O)c(S(=O)(=O)N3CCCC3)cc2c1,3,10,1,2,2,0,15,6
Cc1cc(C)cc(C(=O)N2CCC(n3cnnc3-c3ccccc3)CC2)c1,-5,4,-4,0,-1,-152,-30,-4
Cc1ccc(-c2cc3c(=O)n(Cc4noc(CN5CCC(C)CC5)n4)ccn3n2)cc1,12,38*,5,5,-9,22,3,4
O=C(NCc1ccc(-c2nc3ncccc3o2)cc1)c1ccccc1,17,25,4,9,9,32*,14,8
CCC(C)c1ccccc1NC(=O)CN1C(=O)c2ccccc2S1(=O)=O (stereo not drawn),24,21,3,3,19,26,17,5
Cc1cccc(N2CCN(C(=O)c3cnc(NCc4ccccc4F)nc3C)CC2)c1C,12,3,6,8,6,1,2,7
O=C(Cn1cccc(S(=O)(=O)N2CCCC2)c1=O)Nc1ccccc1F,-14,-54,-10,-1,-32,-9,-12,-12
COCC(=O)N1CCC(c2nc3ccccn3c2NC(C)(C)C)CC1,-4,0,-1,1,-5,0,-4,-2
Cc1noc(-c2ccc(-n3ncc(C(=O)NCc4ccccc4F)c3C)nc2)n1,12,43*,1,0,14,18,40*,1
COc1ccc(C2C(C(=O)C(C)(C)C)N3c4ccccc4C=CC3C23C(=O)c2ccccc2C3=O)cc1 (stereo not drawn),-235,i,-153,-3,-191,-189,-170,-162
CCC1CCCCN1C(=O)Cn1c(=O)n(CCCC(=O)NCc2ccc(C)cc2)c(=O)c2sccc21 (stereo not drawn),.,.,-2,0,-4,-1,-13,0
O=C(NC1CC1)C1c2ccccc2C(=O)N(C2CCCC2)C12CCCCC2 (stereo not drawn),-9,-10,-3,-4,-10,-2,-3,-3
CCCCOc1ccc(-c2cc3n(c(=N)c2C#N)CCc2cc4c(cc2-3)OCCCO4)cc1OC,-8,-26,-55,-7,0,-28,-18,.
Cc1ccc(-c2nc(-c3ccc(=O)[nH]c3)no2)cc1F,-30,-54,-1,-4,-19,1,-6,-1
O=c1ccc(S(=O)(=O)N2CCCCCC2)cn1Cc1ccccc1,-1,-4,-4,1,-5,1,-5,.
CO/C=C(/C(=O)OC)[C@@H](C)[C@@H](/C=C/c1ccccc1)OC,3,12,-1,-1,3,-3,-3,1
CC(=O)c1c(C)nn(CC(=O)N2Cc3ccccc3OC3(CCOCC3)C2)c1C,-15,-5,4,0,-4,-13,-1,0
CCCC(=O)NC1(c2nc(-c3cccnc3)no2)CCCCC1,18,20,1,3,10,-1,14,-3
Cc1cc(C(=O)N2CCC3(CC2)CC[C@@]2(C(=O)N(C)C)CN(C)C[C@@H]32)no1,-2,0,-5,-4,0,-57,-21,-5
CN1Cc2cccc(C(=O)N(C)c3nc4c(s3)CCc3occc3-4)c2C1=O,-3,-32,-2,0,0,-50,-34,-8
COc1cc(C(=O)N2CCC(O)(Cn3ccc4nc(-c5ccncc5)ccc43)CC2)ccn1,8,6,3,2,7,0,14,5
Cc1nn(-c2ccccc2)c2c1nc(CCC(=O)NCc1ccc(F)cc1)c(=O)n2C,6,23,1,-2,5,-2,8,1
Cc1sc2nc(C3CC3)n(C3CCN(C(=O)CC(C)C)CC3)c(=O)c2c1C,8,40*,10,8,14,11,20,2

A stretch taken from the entries so far, as a working copy:
SMILES,USP28 block,USP30 inh,UCHL1 inh,USP10 block,OTUD3 block,USP8 inh,USP17 block,USP7 inh
CC(C)c1c(C(=O)Nc2cccc(C(=O)NCC(F)(F)F)c2)cnn1-c1ccccn1,4,1,2,-1,-1,-26,-8,1
CCOc1ccc(NC(=O)CCc2csc(NC(=O)c3ccc(=O)[nH]c3)n2)cc1,-3,7,-4,0,5,-40,8,-1
Cc1ccc(-n2ncc(C(=O)NC3CCN(Cc4ccccc4)CC3)c2C2CCNCC2)cc1,-62,-200,-15,-3,-43,-145,-98,-18
c1ccc2c(c1)OCC(c1nnc3n1-c1ccccc1SC3)O2 (stereo not drawn),11,0,-1,6,-2,3,0,-12
O=C(Cc1ccc(Cl)cc1)Nc1nc(-c2ccc(F)cc2)ns1,2,0,-3,11,5,3,4,-5
Nc1c(-c2nnc(SCc3ccc(Cl)cc3)o2)cnn1-c1ccccc1,1,-5,1,8,0,-1,17,6
CCCCCC1CC2=C(C(=O)OC2=O)C(O)C(O)(CCCC)CC2=C1C(=O)OC2=O (stereo not drawn),22,9,1,1,27,7,15,-24
CCN(c1ccccc1)S(=O)(=O)c1ccc(Cl)c(C(=O)Nc2nc3c(s2)CCCC3)c1,-28,-175,-13,-8,-45,-1,-10,-62
O=c1[nH]c(-c2ccncc2)nc2c1CCN(Cc1ccccc1)C2,0,-10,-2,-5,-5,-12,0,0
O=C(CN1CCC(c2nc(-c3cccc(F)c3)no2)CC1)NC1CCCC1,4,25,5,0,10,13,0,-20
COc1ccc2oc(=O)c(S(=O)(=O)N3CCCC3)cc2c1,3,10,1,2,2,0,15,6
Cc1cc(C)cc(C(=O)N2CCC(n3cnnc3-c3ccccc3)CC2)c1,-5,4,-4,0,-1,-152,-30,-4
